Compound activity deposited in PubChem by several laboratories.
CRFBP-R2 block = CRF-BP/CRF-R2 complex antagonism. HEK293 CRF-R2/CRF-BP, CRF-induced calcium fluorescence. inhibition, % at 11.8 µM. actives 0.59% (n = 350,000). AID 588475;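 active = inhibition of the ligand-induced calcium signal above about 50% at the single tested concentration, limit read from the data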
VIM-2 inhibitor = blocks Pseudomonas aeruginosa VIM-2 metallo-beta-lactamase | purified VIM-2, nitrocefin hydrolysis, epi-absorbance fluorescence | inhibition, % at 5.6 µM | actives 0.89% (n = 290,000) | AID 1527;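 active = inhibition above the mean of all tested compounds plus 3 SD, cutoff set per screening run, cut at about 7.5% in these data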;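 note: red hydrolysis product quenches plate fluorescence so inhibitors raise well fluorescence; 0% = enzyme with DMSO and 100% = DMSO without enzyme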
p-CIP stab down = compounds decreasing mouse p/CIP protein stability; Q05BA5; F442A p/CIP-EGFP cells, EGFP fluorescence, 16 h; decrease of EGFP signal, % at 10 µM; actives 0.01% (n = 290,000);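 active = EGFP signal decrease of at least 30% at 10 µM or well 3 SD below plate mean, unless failing retest; inactive = the rest, including hits failing retest or dose response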; note: some compounds called inactive have numbers as strong as hits; many of its hits are not listed in these tables
SUMO HTRF inh = SUMOylation inhibition | AID 2006 | HTRF SUMOylation assay, SAE1/SAE2 + UBC9, in vitro | P63279 | actives 0.36% (n = 290,000) | inhibition, % at 35 µM; in the data active = inhibition above about 50%, passing the limit was not always enough; note: strong numbers were not always called active
Target sequence (P63279 whole entry, looked up): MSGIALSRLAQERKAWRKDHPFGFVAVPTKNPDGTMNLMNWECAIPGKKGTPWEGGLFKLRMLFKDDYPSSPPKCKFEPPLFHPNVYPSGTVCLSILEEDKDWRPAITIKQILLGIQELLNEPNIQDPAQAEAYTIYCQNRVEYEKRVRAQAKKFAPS
GalR3 antagonist = human GalR3 antagonism. HEK293 GalR3-CNG cAMP membrane potential fluorescence; galR3 body fused to GalR1 C-terminus. inhibition, % at 3 µM. actives 0.44% (n = 360,000). O60755;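 active = inhibition above the screen-wide average plus 3 SD, cut at about 13% in these data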;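 note: forskolin and galanin both at EC90 stimulate the cells; cAMP rise reported by CNG channel membrane potential dye signal; 0% = forskolin plus galanin with DMSO and 100% = forskolin alone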
Target sequence (O60755 1-299 limits assumed): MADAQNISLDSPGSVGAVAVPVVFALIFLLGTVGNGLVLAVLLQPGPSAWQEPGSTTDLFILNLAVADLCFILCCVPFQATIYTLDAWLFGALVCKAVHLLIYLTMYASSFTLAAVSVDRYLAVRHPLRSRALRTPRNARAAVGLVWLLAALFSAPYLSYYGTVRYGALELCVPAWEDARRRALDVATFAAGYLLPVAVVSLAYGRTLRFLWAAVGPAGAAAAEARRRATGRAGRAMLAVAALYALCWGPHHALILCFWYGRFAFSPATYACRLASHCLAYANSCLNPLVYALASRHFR
IMP-1 inh = inhibitors of Pseudomonas aeruginosa IMP-1 metallo-beta-lactamase; AID 1556; actives 0.45% (n = 290,000); inhibition, % at 5.6 µM; purified IMP-1, nitrocefin hydrolysis, epi-absorbance fluorescence;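 active = inhibition above the mean plus 3 SD of all compounds in the same screening run, cut at about 4.5% in these data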;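 note: 0% = IMP-1 with DMSO and 100% = DMSO wells lacking enzyme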
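System: purified IMP-1; amount: IMP-1 0.2 nM before substrate addition; compound: single dose, 5.6 µM; times: 25 °C, 15 min preincubation, 25 min reaction; signal: Epi-absorbance via hydrolysed-nitrocefin quenching of white-plate fluorescence, 480/530 nm, EDTA stop; benchmarks: DMSO with and without IMP-1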
HCV NS3 hel inh = inhibitors of Hepatitis C virus NS3 helicase | actives 0.56% (n = 290,000) | AID 1800 | NS3 helicase DNA unwinding, Cy5 molecular beacon fluorescence | inhibition, % at 10.9 µM;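 active = inhibition above the mean of all tested compounds plus 3 SD, set per campaign, cut at about 35% in these data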;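 note: 0% = DMSO wells and 100% = thioflavine S control wells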
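Assay system: hepatitis C virus NS3 helicase domain fragment enzyme. Also added: annealed dual-labelled DNA beacon duplex, ATP-started. Timing: 1 h reaction at 25 °C, ATP-initiated. Technique: Cy5 fluorescence at 0 and 60 min, beacon hairpin quenching. Evaluation: % inhibition of unwinding. Replication: one well per compound.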
IDE cell inh = inhibitors of human insulin-degrading enzyme in cells; P14735; HEK cells, FAbetaB cleavage, fluorescence polarization; inhibition, % at 5.59 µM; actives 0.41% (n = 320,000); AID 434962;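 active = percent inhibition above the average of all tested compounds plus 3 SD, set per screening campaign, cut at about 16% in these data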;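 note: IDE supplied by intact live HEK cells; FP after avidin binding of uncleaved biotin substrate so inhibition keeps polarization high; 0% = DMSO wells and 100% = 60 µM reference IDE inhibitor Ii1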
IDE act = IDE (human) activation, cell-based | activation, % at 5.96 µM | P14735 | actives 0.073% (n = 340,000) | HEK cells, FAbeta-B cleavage, fluorescence polarization; 0% vehicle, 100% cell-free pure enzyme wells | AID 493087;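 active = activation above the mean of all tested compounds plus 3 SD, set per screening campaign, cut at about 17% in these data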
An asterisk follows results filed as active; / = not tested or not shown. Outcome played no part in choosing rows. Share with any hit: about 3.2%.

#	compound	CRFBP-R2 block	VIM-2 inhibitor	p-CIP stab down	SUMO HTRF inh	GalR3 antagonist
1	CCOC(=O)c1c(-c2ccc(C)cc2)cn2ccccc12	16.1	-0.7	-18.2	16.8	2.3
2	CC1=C(C(=O)OC(C)C)C(c2cn(-c3ccccc3)nc2-c2cccs2)NC(=O)N1 (centres undefined)	-45.9	-1.5	-14.2	0.2	-0.4
3	C=CCN(c1ccccc1C(=O)O)S(=O)(=O)c1ccc(NC(=O)OC)cc1	2.1	-2.3	6.4	15.6	-1.9
4	CCOc1ccc(/C(O)=C2/C(=O)C(=O)N(CCOCCO)C2c2ccccn2)cc1 (centres undefined)	-4.9	-1.2	-13.5	21.4	-4.7
5	COc1ccc(CC(=O)OCC(=O)c2c(N)n(C)c(=O)n(C)c2=O)cc1OC	-7.2	/	/	/	-3.8
6	COc1ccc(-c2oc(=O)c3cc(OC)c(OC)cc3c2/C=C/c2cccc([N+](=O)[O-])c2)cc1	2.4	/	/	/	-5.7
7	CCCOCn1cc(F)c(=O)[nH]c1=O	-2.3	1.7	-11.3	1.2	5.6
8	Cc1ccccc1C(=O)NC(CC(C)C)C(=O)NCC(C)(C)N1CCOCC1 (centres undefined)	-18.1	/	/	/	-3.3
9	O=C(CCc1c[nH]c2ccccc12)NCCc1ccc2c(c1)OCCO2	-10.1	-1.0	-2.8	0.0	-9.5
10	O=C(CNC(=O)c1ccc(Cl)cc1Cl)NCC1CCCO1 (centres undefined)	-5.4	0.1	-2.5	1.3	-6.1
11	O=S(=O)(NCc1csc(-c2cccnc2)n1)c1ccc2c(c1)OCCO2	0.6	-3.2	-9.4	9.3	1.0
12	COc1ccc(N2CC(C)Cn3c2nc2c3c(=O)n(CCN3CCOCC3)c(=O)n2C)cc1 (centres undefined)	5.6	-0.9	-0.2	15.7	-1.3

#	IMP-1 inh	HCV NS3 hel inh	IDE cell inh	IDE act
1	-2.7	-2.7	-0.7	2.0
2	-0.3	-1.6	2.1	4.8
3	-4.6	1.4	-0.9	7.8
4	-2.2	-8.4	-2.0	0.2
5	/	/	-0.3	8.5
6	/	/	4.7	4.9
7	-2.1	-12.8	4.4	-1.4
8	/	/	-5.0	2.6
9	-1.7	1.3	-0.8	4.7
10	-0.9	3.7	2.7	2.8
11	-5.6	4.7	1.9	1.1
12	-0.7	-5.4	2.6	4.4

Going on with the list:
#	compound	CRFBP-R2 block	VIM-2 inhibitor	p-CIP stab down	SUMO HTRF inh	GalR3 antagonist
13	Cn1c(=O)c2c(SCC(=O)N3CCCCC3)nc(-c3ccccc3F)nc2n(C)c1=O	16.0	5.6	-4.3	5.8	0.5
14	Cc1cnc(C(=O)OCC(=O)NC2CCCCCC2)cn1	-5.0	-0.8	-36.5	22.9	4.6
15	FC(F)(F)c1nnc2ccc(NCc3cccnc3)nn12	14.7	1.9	-5.1	-1.1	6.4
16	O=C(Nc1cc(-c2ccccc2)sc1C(=O)O)c1cccc(F)c1	72.8*	0.1	2.3	4.0	-4.8
17	COc1ccc(C(C#N)N2CCCCCC2)cc1OC (centres undefined)	-4.0	-3.6	-2.7	14.2	-2.0
18	Cc1noc(C)c1CSc1nc2ccccc2[nH]1	-9.3	-2.2	-9.2	-3.9	1.9
19	COc1ccc(C2CC(=O)C=C(NCc3ccc4c(c3)OCO4)C2)cc1 (centres undefined)	-6.7	-1.9	1.7	13.9	-1.9
20	Cc1ccc(S(=O)(=O)NCCC(=O)NC2CCCCCC2)cc1C	0.3	/	/	/	-5.6
21	Cc1cc(=O)n(CNC(=O)c2ccccc2)c(=S)[nH]1	-74.1	-3.8	-4.1	15.8	-5.8
22	COc1ccc(Cn2c(O)cc(=O)[nH]c2=O)cc1	0.3	-3.6	-4.8	20.1	0.3
23	CCOC(=O)c1sc(NC(=O)c2ccc3nc[nH]c3c2)nc1C	-9.9	-1.1	-1.5	-14.1	-6.0
24	COc1ccc(NC(=O)CCCSc2nc(-c3ccco3)cc(C(F)(F)F)n2)cc1OC	1.7	-1.0	-3.9	12.1	1.2

#	IMP-1 inh	HCV NS3 hel inh	IDE cell inh	IDE act
13	-1.4	-0.1	2.7	3.1
14	-3.0	4.1	3.2	/
15	-2.3	-10.6	4.4	-0.4
16	1.9	38.7*	/	-2.6
17	-2.3	-6.6	-2.1	3.6
18	-0.8	-5.2	4.3	1.7
19	-2.3	-4.4	-1.0	-6.5
20	/	/	3.2	1.5
21	-2.3	13.3	1.1	1.8
22	-1.7	14.7	-1.3	2.4
23	-3.4	-0.2	-2.0	4.5
24	-1.1	-4.7	-5.0	5.0

The listing continues.
#	compound	CRFBP-R2 block	VIM-2 inhibitor	p-CIP stab down	SUMO HTRF inh	GalR3 antagonist
25	CC(=O)N1c2ccc(S(=O)(=O)N3CCCC(C(=O)Nc4ccc(F)cc4)C3)cc2CC1C (centres undefined)	-4.2	-1.7	-18.9	-3.1	2.4
26	CCOC(=O)c1cc(C)nc(N2CCCCC2)c1C#N	3.4	-0.4	-11.5	13.1	-0.8
27	Cc1ccc(OCC(=O)NCc2n[nH]c(=O)c3ccccc23)cc1	6.8	/	/	/	-2.8
28	CCn1c(Cn2nnc(-c3ccccc3)n2)nnc1SCC(=O)Nc1ccccc1	-0.4	-0.8	0.6	4.7	0.2
29	O=C(CCCN1C(=O)C2CCCCN2C1=O)N1CCN(c2ccc([N+](=O)[O-])cc2)CC1 (centres undefined)	9.7	1.1	5.3	-3.1	-1.9
30	CCN(CC)c1ccc(NC(=O)C(C)C)cc1	-8.1	2.0	-10.5	10.4	-7.6
31	CCCCCN(C(=O)CCC(=O)OC(C)C(=O)Nc1cccc(C#N)c1)c1c(N)n(CCCC)c(=O)[nH]c1=O (centres undefined)	-6.9	/	/	/	-4.7
32	CCC(C)NC(=O)c1c(N)n(/N=C/c2cccnc2)c2nc3ccccc3nc12 (centres undefined)	-28.1	-1.4	-2.1	16.0	-5.1
33	CCCNC(=O)C(Cc1cccc(C#N)c1)NC(=O)c1cccc([N+](=O)[O-])c1 (centres undefined)	-2.9	/	/	/	-1.8
34	O=C(NCCOc1ccccc1)C(=O)c1c[nH]c2ccccc12	0.9	-0.8	5.8	-3.6	-4.4
35	Cc1ccc(Cn2ccc(NC(=O)c3cc(C)on3)n2)cc1	3.1	0.3	-2.3	1.9	-1.8
36	N#C/C(=C\c1cccc(Cl)c1)C(=O)c1ccccc1	21.6	-2.7	-6.8	20.7	-10.8

#	IMP-1 inh	HCV NS3 hel inh	IDE cell inh	IDE act
25	-3.4	-7.9	4.3	7.7
26	-1.1	-1.0	6.4	3.4
27	/	/	-1.7	4.0
28	-2.0	-14.3	6.6	1.9
29	-0.2	0.4	0.4	1.8
30	-3.6	4.2	-5.8	3.8
31	/	/	10.5	2.3
32	0.6	0.7	-1.9	4.9
33	/	/	-0.2	3.1
34	-0.8	-25.9	3.6	-0.9
35	-2.7	-1.3	-0.2	7.0
36	-1.6	11.9	/	0.9

Record cards (already shown):
O=C(CCCN1C(=O)C2CCCCN2C1=O)N1CCN(c2ccc([N+](=O)[O-])cc2)CC1 (centres undefined) in the list: CRFBP-R2 block = 9.7; VIM-2 inhibitor = 1.1; p-CIP stab down = 5.3; SUMO HTRF inh = -3.1; GalR3 antagonist = -1.9; IMP-1 inh = -0.2; HCV NS3 hel inh = 0.4; IDE cell inh = 0.4; IDE act = 1.8
N#C/C(=C\c1cccc(Cl)c1)C(=O)c1ccccc1 in the list: CRFBP-R2 block = 21.6; VIM-2 inhibitor = -2.7; p-CIP stab down = -6.8; SUMO HTRF inh = 20.7; GalR3 antagonist = -10.8; IMP-1 inh = -1.6; HCV NS3 hel inh = 11.9; IDE cell inh = /; IDE act = 0.9

Following part.
#	compound	CRFBP-R2 block	VIM-2 inhibitor	p-CIP stab down	SUMO HTRF inh	GalR3 antagonist
37	CC(=O)N=c1sccn1CC(=O)c1ccc([N+](=O)[O-])cc1	-11.5	-0.8	-12.6	1.8	-2.3
38	O=C(C1=C[C@@H](c2csc3ccccc23)C[C@@H](OCc2ccc(CO)cc2)O1)N1CCN(Cc2ccccc2)CC1	-1.1	-1.2	17.4	-27.1	/
39	CCOC(=O)c1c(C)n(CC(COC(C)=O)OC(C)=O)c2ccc(OC(C)=O)cc12 (centres undefined)	2.7	-1.5	-1.4	-3.8	-3.5
40	Fc1ccc(CN2CCCN(C(=S)Nc3ccc(F)cc3)CC2)cc1	-1.4	-2.5	-10.3	11.7	-4.3
41	Cc1cc(C)c(NC(=S)N(CCN(C)C)Cc2cccs2)c(C)c1	-5.3	-2.1	6.2	6.6	-0.2
42	COc1ccc(C(=O)N2CCN(C(=O)CC(C)C)CC2)cc1OC	3.4	1.3	0.7	-7.8	-4.4
43	O=C(CCN1C(=O)C2CC=CCC2C1=O)Nc1nc(-c2ccc(F)c(F)c2)cs1 (centres undefined)	-7.9	/	/	/	-5.0
44	COc1ccc(-c2noc(=O)n2Cc2ccccc2F)cc1	32.9	-0.9	-11.0	-3.9	-9.5
45	COc1ccc(C(=O)NC(Cc2c[nH]c3ccccc23)C(=O)O)cc1 (centres undefined)	2.0	-1.0	-5.3	0.0	-8.0
46	Cc1ccc(S(=O)(=O)N2CCN(C(=O)C(F)(F)F)C2c2ccc(N(C)C)cc2)cc1 (centres undefined)	2.0	-2.7	-2.8	3.0	-8.3
47	Clc1ccc(CN2C3=NCCCN3c3ccccc32)cc1	12.1	-2.2	-5.5	25.7	-7.2
48	O=C(COC(=O)c1ccc(O)cc1)c1ccc(S(=O)(=O)N2CCCCC2)cc1	-24.2	/	/	/	-8.3

#	IMP-1 inh	HCV NS3 hel inh	IDE cell inh	IDE act
37	-2.1	-1.5	4.0	-0.7
38	-2.4	-20.3	5.1	-0.7
39	-2.4	1.0	0.5	3.4
40	-3.2	-6.6	8.1	1.6
41	-2.8	5.7	-0.1	-2.3
42	-4.1	-4.8	0.8	1.7
43	/	/	-0.2	0.9
44	-3.2	-9.4	-1.8	4.3
45	-2.7	1.6	-1.3	3.5
46	-2.7	6.6	1.7	1.5
47	-3.8	-9.0	-4.2	2.1
48	/	/	1.1	2.2

Remaining list, next part:
#	compound	CRFBP-R2 block	VIM-2 inhibitor	p-CIP stab down	SUMO HTRF inh	GalR3 antagonist
49	Cc1cc(C)nc(S/C=C/C(=O)c2ccccc2)n1	-1.4	-1.0	-26.0	15.9	0.7
50	Cc1oc2c(C)c3oc(=O)c4c(c3cc2c1C)CCCC4	-22.8	-0.7	-6.5	12.3	-2.7
51	COc1ccc(CCNC(=O)CC(Cc2ccc(C)cc2)C(=O)O)cc1OC (centres undefined)	6.5	0.0	-3.8	-1.0	-3.9
52	COCCN1CCN(C(=O)c2cc(COc3ccc(F)cc3Cl)on2)CC1	-4.7	0.1	-15.2	19.0	-3.2
53	COC(=O)Cc1ccc(NC(=S)NCc2ccc(S(N)(=O)=O)cc2)cc1	-6.7	-2.9	-3.1	5.6	-8.0

#	IMP-1 inh	HCV NS3 hel inh	IDE cell inh	IDE act
49	-2.1	-4.6	-1.0	-5.0
50	1.1	-8.2	2.9	-4.0
51	0.9	-4.5	-1.3	1.5
52	-3.1	-3.8	-0.3	0.1
53	-3.4	-0.7	3.7	-4.2
